EPAC2 agonist: qHTS for Agonist of cAMP-regulated guanine nucleotide exchange factor 4 (EPAC2): primary screen. Rap guanine nucleotide exchange factor 4 (Homo sapiens), Q8WZA2. EPAC2 activation, biochemical qHTS; response scale: 100% = 6.5 mM cAMP response. Potency, µM (titrated, usually from 154 µM), for inactives: top-dose activation, actives largely listed as activators. actives 0.079% (n = 360,000); also: potency is read from the fitted curve at half-maximal effect; nearly all actives have a fitted effect of over 50% in size
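qHTS, titration series. 100 nM EPAC2 / 250 nM Rap1B-BODIPY-GDP / 50 uM GDP; RT; ex 480/em 540 nm, 5-min reads to 30 min. Norm. to 6.5 mM cAMP = activation.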
FUS suppressor: qHTS for Suppressors of FUS Proteinopathy: Primary screen using FUS-linked yeast assay | S. cerevisiae FUS-expressing, growth rescue, OD600, 24 h | Potency, µM (highest dose often 76.6 µM), for the others: at the top dose growth rescue (activation), most hits filed as activators | actives 0.24% (n = 390,000);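 also: potency is read from the fitted curve at half-maximal effect; plate controls were DMSO vehicle for no effect and reference control for full effect; nearly all actives have a fitted effect of over 55% in size; some results filed as inactive show a strong effect at the top dose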
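FUS-expressing yeast, raffinose-pregrown, induced in 2% galactose minimal medium at OD 0.005; compounds in a dilution series, 24hr at 30C. Growth restoration read as absorbance at 600 nm. CP55940 positive control, DMSO negative.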
aSyn rescue: qHTS of alpha-syn Inhibitors | Yeast expressing alpha-synuclein, growth rescue, BacTiter-Glo, 24 h | Potency, µM (doses to about 46.1 µM), without a hit: at the highest dose growth rescue (activation), usual class: activators | actives 0.14% (n = 370,000) | AID 652106, 2013; also: potency is read from the fitted curve at half-maximal effect; % of control where 0% means no effect; nearly all actives have a fitted effect of over 65% in size
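Screening used galactose-induced yeast with toxic alpha-synuclein levels, exposed to compound for 24 hr at 30 deg C. Cell growth, read with BacTiter-Glo luminescence, gave the measured signal.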
Abeta rescue: qHTS for compounds that reverse cellular toxicity of Amyloid beta (A-beta) peptide in yeast: Primary Screen. Potency, µM (titrated, usually from 46.1 µM), inactives show at the highest dose growth rescue, most hits filed as activators. actives 0.063% (n = 410,000). yeast expressing A-beta42, growth rescue, OD600, 48 h; response scale: 0% DMSO, 100% iron-clioquinol control; also: potency is read from the fitted curve at half-maximal effect; nearly all actives have a fitted effect of over 55% in size
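Growth rescue measured by 600 nm absorbance after 48 h yeast culture at 30 C with compound. Values normalized between DMSO and an equimolar ferric chloride plus clioquinol control.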
EPAC2 antag: qHTS for Antagonist of cAMP-regulated guanine nucleotide exchange factor 2 (EPAC2): primary screen | Potency, µM (series often up to 114 µM), for the others: top-dose activity, negative = inhibition, actives largely listed as inhibitors | actives 0.18% (n = 360,000) | EPAC2 GEF exchange of Rap1B-BODIPY-GDP, fluorescence; also: potency is read from the fitted curve at half-maximal effect; % is scaled to controls: 0 for no effect and ±100 for the full control effect; nearly all actives have a fitted effect of over 45% in size; many of its hits are not listed in these tables
DRD3 agonist: qHTS of D3 Dopamine Receptor Agonist: qHTS; D3R DiscoveRx beta-arrestin cells, luminescence, 90 min; max activation, %; actives 0.58% (n = 410,000); in the data active = max activation above about 30%; also: 0% is about no effect; mostly tested at two doses, the higher about 12 µM
Target sequence (P35462 whole entry, looked up): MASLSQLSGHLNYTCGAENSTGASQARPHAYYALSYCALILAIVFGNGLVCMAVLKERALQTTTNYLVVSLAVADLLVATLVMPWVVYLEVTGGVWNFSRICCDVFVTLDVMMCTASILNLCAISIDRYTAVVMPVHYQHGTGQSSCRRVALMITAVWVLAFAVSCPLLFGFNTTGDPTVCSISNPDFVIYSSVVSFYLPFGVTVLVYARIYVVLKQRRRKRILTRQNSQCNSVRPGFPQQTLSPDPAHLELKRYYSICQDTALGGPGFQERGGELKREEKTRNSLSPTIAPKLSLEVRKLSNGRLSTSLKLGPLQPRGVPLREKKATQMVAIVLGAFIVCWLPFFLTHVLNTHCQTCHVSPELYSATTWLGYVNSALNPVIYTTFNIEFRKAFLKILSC
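Agonist mode: compounds and dopamine controls were applied to plated cells for 90 min at 37 degrees C after an overnight attachment at 1500 cells/well. Luminescent read-out followed 30 - 60 minutes at room temperature with DiscoveRx detection reagent.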
D3 antag: qHTS of D3 Dopamine Receptor Antagonist: qHTS; D3R cells, DiscoveRx beta-arrestin luminescence, antagonist mode; active compounds read low; max response, negative = inhibition, %; actives 2.5% (n = 360,000); in the data active = max response below about -50%; inconclusive = no clear call, values can overlap the other calls; also: % is scaled to controls: 0 for no effect and ±100 for the full control effect; mostly tested at two doses, the higher about 12 µM
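Cells expressing the human receptor were seeded at 1500 cells/well, incubated overnight at 37 degrees C in 5% CO2, then exposed to library compounds with dopamine controls for 90 minutes at 37 degrees C before luminescent detection.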
TDP-43 yeast inh: qHTS of TDP-43 Inhibitors; TDP-43 expressing yeast growth rescue, BacTiter-Glo, 24 h; Potency, µM (titrated, usually from 46.1 µM), for the others: at the top dose growth rescue (activation), actives largely listed as activators; actives 1.8% (n = 410,000); also: potency is read from the fitted curve at half-maximal effect; % of control where 0% means no effect; nearly all actives have a fitted effect of over 50% in size
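Readout is BacTiter-Glo luminescence of cell growth, so inhibitors register as activators. TDP-43-expressing yeast at OD600=0.02 in galactose medium, after raffinose pregrowth to mid-log, were incubated with compound for 24 hr at 30 deg C.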
Active calls of the source: *; ? = inconclusive; . = not tested or not shown; & = joins results of further samples; [ ] = dose if it differs, or a comment. Unless noted, calls follow the shape of the dose curve; as a rule, active = well fitted curve in the direction sought with a large enough effect; inconclusive = small, poorly fitted or top-dose-only effect, or another doubt; inactive = no such curve, though single readings can be large; an effect the other way counts as inactive or inconclusive. The list is partial; count on the stated rates, not on these rows.

The opening 2 compounds, to show the layout:
SMILES	EPAC2 agonist	FUS suppressor	aSyn rescue	Abeta rescue	EPAC2 antag	DRD3 agonist	D3 antag	TDP-43 yeast inh
COn1c(SC(C)C)nc2ccccc2c1=O	14%	-12%	-1%	0%	0%	13	-12	2%
CCCCN(C)Cc1c(C)[nH]c2ccc(C)cc2c1=O	2%	2%	.	1%	4%	0	-29	-3%

All compounds of this part (from the top)
SMILES	EPAC2 agonist	FUS suppressor	aSyn rescue	Abeta rescue	EPAC2 antag	DRD3 agonist	D3 antag	TDP-43 yeast inh
COn1c(SC(C)C)nc2ccccc2c1=O	14%	-12%	-1%	0%	0%	13	-12	2%
CCCCN(C)Cc1c(C)[nH]c2ccc(C)cc2c1=O	2%	2%	.	1%	4%	0	-29	-3%
Cc1ccc(-c2nc(CS(=O)(=O)CC(=O)NCCCN3CCN(C)CC3)c(C)o2)cc1	1%	-5%	-8%	-3%	8%	-6	20	11%
O=C(COc1ccc2ccccc2c1Br)NCc1ccccn1	-6%	17%	1%	-4%	-11%	-3	-7	0%
COc1cccc(-c2ccc3c(N)c(C(=O)Nc4ccc(C)c(F)c4)sc3n2)c1	.	-5%	.	-7%	.	7	.	0%
Cc1ccc(-n2c(SCC(=O)NNC(=S)Nc3ccccc3)nc3ccccc3c2=O)cc1	-3%	.	0%	23%	-2%	2	12	?
C=CCn1c(SCCN2CCCC2)nc2c([nH]c3ccccc32)c1=O	5%	5%	1%	9%	-2%	-24	?	-10%
O=C(CCc1ccccc1)Nc1sc2c(c1C(=O)O)CCCC2	4%	-10%	-4%	-7%	-3%	-6	-11	-5%
Brc1ccc(Oc2nsnc2N2CCOCC2)cc1	16%	15%	-6%	-5%	-3%	1	-19	11µM*
O=C(/C=C/c1ccccc1Cl)NCc1ccco1	9%	23%	-2%	-10%	-1%	-20	-16	-3%
O=C1CC(c2ccsc2)Sc2ccccc2N1 (stereo unspecified)	6%	16%	-2%	11%	0%	6	-12	?
O=C(COC(=O)c1cccc(Cl)c1)Nc1cc(Cl)ccc1Oc1ccccc1	1%	.	-1%	3%	4%	5	0	13%
Clc1ccc(OCCCn2cncn2)cc1Cl	5%	3%	14%	-23%	-4%	-6	-15	?
CCCCC1=CC2=CC(=O)C(C)(OC(=O)CC)C(=O)C2=CN1CCCCO (stereo unspecified)	3%	-4%	-2%	4%	7%	15	1	6%
CC1CCCCN1c1nc(-c2ccncc2)nc2ccccc12 (stereo unspecified)	21%	2%	0%	1%	-11%	-9	-6	-8%
O=C(Nc1ccccc1N1CCN(C(=O)c2ccc(Cl)cc2)CC1)c1cccc([N+](=O)[O-])c1	7%	32%	-9%	8%	-3%	1	16	?
CC(C)N(C(=O)CN1C(=O)NC2(CCCCCC2)C1=O)C(C)C	7%	-22%	-1%	4%	-5%	2	2	3%
COc1ccc(NC(=O)c2cc(S(=O)(=O)N3CCOCC3)ccc2C)cc1S(=O)(=O)N1CCOCC1	-5%	.	-2%	-8%	-5%	-3	-19	-27%
Cc1ccc(NC(=O)CSc2nnnn2C)cc1S(=O)(=O)N(C)C	8%	-11%	-1%	2%	11%	-4	-20	14%
O=C(COC(=O)c1ccccn1)Nc1cccc(Cl)c1	11%	25%	0%	18%	-3%	-2	-29	5%

Quoted from the listing:
Entry of `Cc1ccc(NC(=O)CSc2nnnn2C)cc1S(=O)(=O)N(C)C` in aSyn rescue: -1%
Entry of `COc1cccc(-c2ccc3c(N)c(C(=O)Nc4ccc(C)c(F)c4)sc3n2)c1` in FUS suppressor: -5%
Entry of `CC(C)N(C(=O)CN1C(=O)NC2(CCCCCC2)C1=O)C(C)C` in EPAC2 antag: -5%

(more compounds)
SMILES	EPAC2 agonist	FUS suppressor	aSyn rescue	Abeta rescue	EPAC2 antag	DRD3 agonist	D3 antag	TDP-43 yeast inh
Cc1cc(C)c2c(N)c(C(=O)Nc3ccccc3C(F)(F)F)sc2n1	.	-18%	.	-2%	.	6	.	?
O=C(CN1C(=O)c2ccccc2C1=O)Nc1cccc(O)c1	2%	-1%	1%	-5%	-2%	5	25	-13%
CCOC(=O)c1sc(=S)n(-c2ccc(C)cc2)c1N	-6%	-3%	-14%	4%	2%	-1	1	?
C=CCC[C@@H](Cc1ccc(F)cc1)C(=O)OC[C@@H]1CCCN1C(=O)[C@@H](CC=C)CC(=O)N(CCO)Cc1ccccc1	3%	20µM*	-1%	-1%	-19%	-10	?	-5%
CCOC(=O)C1=C(C)N(CCCCCC(=O)O)C(=O)NC1c1ccccc1OS(=O)(=O)c1ccc(C)cc1 (stereo unspecified)	7%	?	-32%[inhibitor]	-26%	20%	-6	?	?
CCn1nnc2cc(C(=O)Nc3cc(C)ccc3C)ccc21	.	-15%	.	-10%	.	-19	.	2%
CCCSc1nc(C)cc(C)c1S(C)(=O)=O	-3%	-21%	-6%	6%	-22%	0	11	14%
CC(C)(C)C(C(=O)O)N1CCS(=O)(=O)CC1 (stereo unspecified)	14%	10%	0%	3%	5%	16	5	-18%
COc1cccc(-c2nc(CS(=O)(=O)CC(=O)NCCc3ccc(Cl)cc3)c(C)o2)c1	.	3%	.	-11%	.	-3	.	10%
CC[C@]12c3[nH]c4ccc(Cl)cc4c3CCN1C(=O)[C@@H](CC(=O)NCC13CC4CC(CC(C4)C1)C3)C[C@@H]2C(=O)N1CCN(C(=O)c2ccco2)CC1	9%	?	5%	-1%	-25%	-17	?	3%
O=C(Oc1ccc(Cl)c2cccnc12)c1cccnc1	3%	-19%	28%	-86%[inhibitor]	7%	-7	-70*	11µM*
CCCCCC(=O)N/N=C/c1ccc(N(C)C)cc1	6%	-6%	-4%	-6%	0%	0	-15	-2%
CSc1ccn(CCC(=O)O)c(=O)n1	1%	8%	1%	-13%	6%	3	-6	5%
Cn1c(N2CCN(C(=O)Nc3ccc(F)cc3)CC2)nc2ccccc21	10%	30%	5%	2%	-5%	0	25	13%
O=c1[nH]c(NCCO)nnc1Cc1ccc(Cl)cc1	13%	17%	-5%	2%	-10%	-4	-2	5%
CC(=O)n1cc([C@@H]2C=C(C(=O)N3CCN(Cc4ccc5c(c4)OCO5)CC3)O[C@H](OCc3ccc(CO)cc3)C2)c2ccccc21	10%	30%	-2%	-2%	-1%	-25	?	-10%
Cc1ccc(-n2cnc3c(=O)[nH]cnc32)cc1	11%	11%	-1%	3%	4%	17	7	-16%
COc1ccc(NC(=O)Cn2nc3n(c2=S)CCC3)cc1	8%	-18%	-12%	6%	20%	2	-20	3%
Cc1ccc(C)c(NC(=O)CN2C(=O)C3(SCC(=O)N3c3ccc(C)c(C)c3)c3ccccc32)c1 (stereo unspecified)	.	11%	0%	-4%	.	-8	.	16%
Cc1cc(C(=O)OCC(=O)NC2CC2)c2ccccc2n1	7%	-25%	5%	26%	0%	2	-4	21%
COc1ccc(NC(=O)Cn2c(=O)oc3ccccc32)cc1	1%	14%&-8%	-4%	-18%&-15%	0%	-8&6	-6	-5%&0%
Cc1cccc(NC(=O)Cn2nnc3sc4c(c3c2=O)CC(C)(C)OC4)c1	8%	5%	25%	0%	-1%	5	4	14%
O=C1C(=Cc2ccccc2[N+](=O)[O-])Cc2ccccc21	6%	5%	4%	-10%	-9%	-7	?	?
CCN(CC)S(=O)(=O)c1ccc(NC(=O)c2ccc(Sc3nncn3C)c([N+](=O)[O-])c2)cc1	6%	?	-2%	7%	-13%	1	7	2%
NC(=S)NNc1ccnc2cc(Cl)ccc12	8%	25%	-13%	-23%	2%	-9	-24	-3%
C=CCn1c(=O)/c(=C/c2cc(OC)c(OC)c(OC)c2)s/c1=C(/C#N)c1nc2ccccc2n1C	15%	54%	3%	1%	?	7	-51*	1%
CC(C)[C@H](NC(=O)c1ccccc1Cl)C(=O)Nc1nc(-c2ccccn2)cs1	13%	29%	0%	8%	-2%	6	3	16%
CCN1CCN(C(=O)C(C)Nc2cc(Cl)c(OC)cc2OC)CC1 (stereo unspecified)	11%	21%	-8%	-8%	5%	-4	1	-27%
Cc1ccc(NC(=O)CN(C)C(=O)Cc2c(Cl)cccc2Cl)cc1	2%	16%	10%	22%	-6%	0	-7	20%
Cc1ccc(/C(=N/Nc2nc3ccccc3s2)C2=C(O)c3ccccc3C2=O)cc1	3%	10%	20%	-15%	0%	8	0	-26%
COc1ccc(CN(C)C(=O)c2cccc(S(=O)(=O)N3CCc4ccccc43)c2)c(OC)c1	5%	?	4%	3%	-2%	-2	3	?
Cc1noc(C)c1NC(=O)N(C)C[C@@H]1Oc2cc(Br)ccc2S(=O)(=O)N([C@@H](C)CO)C[C@H]1C	0%	6%	2%	14%	6%	4	1	0%
Cc1cccc2cc(CN(CC3CCCO3)C(=S)NCc3ccco3)c(=O)[nH]c12 (stereo unspecified)	7%	.	-2%	2%	7%	-3	-5	9%
CCCC1NC(=O)c2cccnc2-n2c1nc1ccc(Br)cc1c2=O (stereo unspecified)	12%	2%	-4%	-10%	-3%	-8	-5	20%
COc1ccc(S(=O)(=O)c2cn(CC(=O)Nc3ccccc3)c3ccc(Cl)cc3c2=O)cc1	.	3%	.	4%	.	2	.	19%
CCCc1nn2c(=O)cc(COC(=O)c3ccc(NC(=O)C(C)Oc4ccccc4)cc3)nc2s1 (stereo unspecified)	.	-13%	.	-17%	.	-11	.	8%
Cc1cccc(C(=O)NNC(=S)NC(=O)c2ccccc2)c1	5%	4%	15%	-34%[inhibitor]	-4%	4	4	-40%[inhibitor]
CC1CN(C(=O)CCC(=O)N2CCN(c3cccc(C(F)(F)F)c3)CC2)c2ccccc2O1 (stereo unspecified)	6%	40%	13%	18%	-24%	-2	5	30%
CCNc1cccc2c1C(=O)N(C)C2=O	?	-7%	-5%	1%	27%	5	4	1%
CCOC(=O)N1CCC(N2C(=O)c3cc(C(=O)NC4CCCCC4)ccc3C2O)CC1 (stereo unspecified)	1%	-3%	4%	1%	4%	2	-5	21%
O=C(O)CCCn1cc(NC(=O)COc2ccc(F)cc2F)cn1	0%	.	10%	-15%	9%	-7	-28	-3%
